Assay outcomes: PubChem, The Scripps Research Institute Molecular Screening Center
CHO-K1 Ca antag – M1 antagonist counterscreen hit in parental CHO-K1 cells; ATP-induced calcium, Fluo-8 fluorescence; inhibition, % at 3 µM; AID 602250; actives 0.6% (n = 360,000);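 active means inhibition above a per-plate cutoff, the plate's mean sample inhibition plus 3 SD, cut at about 24% in these data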;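 further: 0% = DMSO plus EC80 ATP and 100% = DMSO alone without ATP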
M1 ag – human M1 muscarinic receptor agonists, primary screen, Fluo-8 calcium fluorescence, CHO-K1 cells, HTS; Muscarinic acetylcholine receptor M1 (Homo sapiens), P11229; CHO-K1 hM1, agonist mode; 0% DMSO, 100% acetylcholine EC100; activation, % at 3 µM; actives 0.33% (n = 360,000); AID 588814, 2011;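 active means activation above the run's mean compound activation plus 3 SD, cut at about 16% in these data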;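 further: peak over basal fluorescence ratio within a 140 s kinetic read after compound addition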
Target sequence (P11229 whole entry, looked up): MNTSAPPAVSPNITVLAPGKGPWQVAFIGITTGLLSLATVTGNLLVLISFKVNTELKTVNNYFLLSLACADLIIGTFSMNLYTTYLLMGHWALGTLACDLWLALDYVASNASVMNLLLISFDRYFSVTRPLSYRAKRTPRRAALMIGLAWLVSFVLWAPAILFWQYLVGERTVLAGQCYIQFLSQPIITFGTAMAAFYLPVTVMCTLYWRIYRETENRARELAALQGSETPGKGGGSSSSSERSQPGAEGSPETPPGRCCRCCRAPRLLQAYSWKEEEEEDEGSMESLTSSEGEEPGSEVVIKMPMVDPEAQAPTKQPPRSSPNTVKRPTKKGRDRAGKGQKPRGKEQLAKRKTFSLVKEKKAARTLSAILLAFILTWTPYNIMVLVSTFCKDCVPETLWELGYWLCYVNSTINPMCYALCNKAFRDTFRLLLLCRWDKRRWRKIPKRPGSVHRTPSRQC
M1 antag – human M1 muscarinic receptor antagonists, primary screen, CHO-K1 cells, Fluo-8 calcium fluorescence, 1536-well; Muscarinic acetylcholine receptor M1 (Homo sapiens), P11229; CHO-K1 hM1, ACh EC80 antagonist; actives 1.3% (n = 360,000); AID 588852, 2011; inhibition, % at 3 µM;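 active means percent inhibition above its own plate's cutoff, namely the mean of that plate's compound wells plus 3 SD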;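 further: peak over basal fluorescence ratio during 140 s after agonist addition; 0% = ACh EC80 plus DMSO and 100% = DMSO alone without agonist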
CHO-K1 Ca ag – counter-screen for M1 agonists: effect in parental CHO-K1 cells. Fluo-8 calcium fluorescence; scaled to maximal ATP response, vehicle zero. activation, % at 3 µM. actives 0.48% (n = 360,000). AID 602248, 2012; in the data active means activation above about 15%;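 further: untransfected CHO-K1 host cells lacking M1 receptor as counterscreen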
M1 PAM parental – nonselective calcium activators in parental CHO-K1 cells, primary screen, counter-screen for M1 PAM project, cell-based, Fluo-8 calcium fluorescence, full deck, 1536-well | ATP EC20; 0% at ATP EC20, 100% at ATP max | activation, % at 3 µM | actives 0.02% (n = 360,000) | AID 602247, 2012;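 active means activation above the run cutoff, the mean activation of all test compounds plus 3 SD, cut at about 40% in these data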;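 further: peak over basal fluorescence ratio in a 140 s read after ATP addition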
TAAR1 antag – human TAAR1 antagonists, primary screen, Fluo-8 calcium fluorescence, CHO RD-HGA16 cells. Trace amine-associated receptor 1 (Homo sapiens), Q96RJ0. antagonist. inhibition, % at 3 µM. actives 1.5% (n = 360,000);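 active means inhibition above a per-plate cutoff, the mean inhibition of test compounds on that plate plus 3 SD, cut at about 49% in these data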;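 further: 0% = DMSO plus EC80 beta-PEA response and 100% = DMSO alone without agonist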
Target sequence (Q96RJ0 whole entry, looked up): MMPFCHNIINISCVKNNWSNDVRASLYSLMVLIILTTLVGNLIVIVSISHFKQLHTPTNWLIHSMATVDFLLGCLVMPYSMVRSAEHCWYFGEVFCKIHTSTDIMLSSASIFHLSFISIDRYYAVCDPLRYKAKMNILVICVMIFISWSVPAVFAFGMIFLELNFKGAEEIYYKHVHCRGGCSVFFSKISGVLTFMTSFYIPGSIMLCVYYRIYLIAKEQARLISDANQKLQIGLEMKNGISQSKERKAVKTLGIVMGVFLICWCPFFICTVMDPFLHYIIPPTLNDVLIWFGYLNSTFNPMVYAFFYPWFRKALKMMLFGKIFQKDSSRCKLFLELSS
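Assay system: RD-HGA16 CHO cells with stable hTAAR1 and Gα16 / Reagent: EC80 β-phenethylamine stimulus / Doses: 3 µM, single point / Timing: dye loading 75 min at 37 °C, then 30 min room temperature / Measured by: Fluo-8 intracellular calcium dye fluorescence, real-time kinetic reads / Controls: vehicle wells and EC80 agonist wells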
OXTR potentiate – human OXTR potentiators, primary screen, fluorescence, CHO-OTR cells, Fluo-8 calcium. Oxytocin receptor (Homo sapiens), P30559. actives 0.061% (n = 320,000). activation, % at 3 µM. Fluo-8 calcium fluorescence, potentiator mode; 0% = oxytocin EC15, 100% = EC100;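 active means activation above that plate's cutoff, the mean activation of tested compounds plus 3 SD, cut at about 6.6% in these data, passing the limit was not always enough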;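 further: 100% uses oxytocin at 75 nM as the full agonist control; some results filed as inactive read as strong as hits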
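System: human OTR in CHO cells; Also added: sub-maximal oxytocin, roughly EC15; Timing: compound 6 min at room temperature before oxytocin, 100 s read; Technique: Fluo-8 intracellular calcium fluorescence, ex 470-495, em 515-575 nm; Controls: oxytocin EC15 low and EC100 high; Replication: singlicate.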
CHO parental Ca – ATP-evoked calcium signal inhibitors, parental CHO, primary screen, counter-screen for OX1R antagonist project, cell-based, fluorescence, Fluo-8 calcium dye | parental CHO-K1, ATP-induced calcium, Fluo-8 fluorescence | inhibition, % at 5.6 µM | actives 0.63% (n = 330,000) | AID 463079, 2010;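 active means inhibition above that plate's mean sample inhibition plus 3 SD, cut at about 26% in these data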;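 further: 0% = ATP-challenged DMSO wells and 100% = DMSO wells without ATP; some compounds past the cut are filed as inactive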
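Test system: untransfected parental CHO cell line. Compound: one dose, 5.6 µM nominal. Detection: intracellular calcium via Fluo-8 no-wash fluorescent dye. Measure: % inhibition. Benchmarks: ATP-challenged DMSO wells low, unchallenged DMSO wells high.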
TAAR1 ag – human TAAR1 agonists, primary screen, Fluo-8 calcium fluorescence, CHO RD-HGA16 cells | AID 624467, 2012 | actives 0.99% (n = 360,000) | vehicle wells 0%, saturating PEA agonist 100% | Trace amine-associated receptor 1 (Homo sapiens), Q96RJ0 | activation, % at 3 µM;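 active means activation above the mean activation of all test compounds in the run plus 3 SD, cut at about 38% in these data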
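System: CHO-derived RD-HGA16 cells with stable Gα16 and human TAAR1. Times: 17-24 h plating, Fluo-8 75 min 37 °C, 30 min RT. Measured by: calcium-sensitive Fluo-8 signal, excitation 470-495, emission 515-575 nm. Read-out basis: % activation relative to PEA EC100 response. Control set: DMSO and PEA EC100. Repeats: no replicates (n 1).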
* = called active by the depositor; . = no result given. Rows were taken by chance. About 4.2% of those tested had a hit in this group.

Values in the order – CHO-K1 Ca antag | M1 ag | M1 antag | CHO-K1 Ca ag | M1 PAM parental | TAAR1 antag | OXTR potentiate | CHO parental Ca | TAAR1 ag
CC(=O)c1cccc(NC(=O)COC(=O)c2cccs2)c1
 : 4 | -5 | -5 | 0.3 | 10 | -3 | -2 | -9 | 3
COc1ccc(S(=O)(=O)Oc2ccccc2C(N)=O)cc1
 : 5 | -4 | -6 | 0.6 | 12 | -1 | . | . | 1
COc1cccc(-c2nc(-c3ccccc3)c3ccc(Cl)cc3n2)c1
 : -11 | . | . | 0.4 | 6 | -1 | . | . | 1
Cn1c(NC(=O)c2cccs2)cc(=O)n(C)c1=O
 : -9 | -2 | -6 | 0.1 | 15 | -16 | -5 | -1 | 0
COc1ccc(S(=O)(=O)ON=C2CC(C)(C)N(C(C)=O)C(C)(C)C2)cc1
 : 8 | 1 | 11 | -0.2 | -12 | -16 | -4 | 1 | 2
O=C(Cc1ccccc1)NCCSCc1ccc(Cl)cc1
 : 0 | -3 | -4 | 0.7 | 9 | 1 | -19 | -14 | -2
CCCC1CCc2c(sc(NC(=O)c3cccs3)c2C(N)=O)C1 (configuration not stated)
 : 2 | -4 | 9 | 5.6 | -2 | 3 | 7 | -14 | 11
CC(C(=O)N1CCOCC1)c1ccc([N+](=O)[O-])cc1 (configuration not stated)
 : -9 | -7 | 3 | 0.1 | 6 | 1 | 4 | 1 | 6
COC(=O)CC1=C(C(=O)OC)C(c2ccncc2)C(C#N)=C(N)O1 (configuration not stated)
 : -6 | -1 | -13 | 0.0 | 20 | -10 | -17 | -22 | 14
O=C(CCC(=O)OCC(=O)c1ccc(Br)cc1)Nc1ccc(Br)c2cccnc12
 : -5 | -4 | 5 | 0.1 | 19 | -5 | -2 | -5 | 15
COC(=O)c1cccc(S(=O)(=O)N2CCC(C)CC2)c1
 : 21 | -1 | -1 | 0.0 | -6 | -3 | -4 | -8 | 4
O=C(c1ccccc1)N1CCN(c2ccc([N+](=O)[O-])c(NCc3cccnc3)c2)CC1
 : 20 | -6 | 8 | 2.6 | -7 | 28 | -4 | -18 | 4
Cc1ccc(NC(=O)/C=C/c2ccco2)cc1S(=O)(=O)N1CCCCCC1
 : -9 | -3 | 2 | 8.9 | 0 | 35 | -19 | -12 | 4
Cc1cc(C)c2c3c(sc2n1)C(c1ccccc1)C(C#N)=C(N)O3 (configuration not stated)
 : -5 | -6 | 5 | 0.1 | 11 | . | -3 | -11 | .
Cc1ccc(NC(=O)Cn2sc3ccccc3c2=O)cc1
 : 5 | 5 | -9 | 1.7 | 0 | 20 | . | . | 38*
CCOC(=O)Cc1c(C)c2ccc(N(CC)CC)cc2oc1=O
 : -12 | -5 | -14 | -0.6 | 15 | -9 | -13 | -18 | 3
Cc1noc(C(=O)Nc2c(C)n(C)n(-c3ccccc3)c2=O)c1Cl
 : 6 | -8 | -7 | -0.1 | -7 | -14 | -3 | -4 | 0
COc1ccc(-n2ncc3c2CC(C)(C)CC3NC(=O)CCn2cncn2)cc1 (configuration not stated)
 : 1 | -3 | -6 | 0.6 | 3 | 1 | . | . | 0
O=C(O)c1ccc(NC(=S)NC(=O)c2ccc(-c3ccc(Br)cc3)o2)cc1
 : 3 | 1 | -12 | 0.0 | -3 | -15 | -5 | 6 | 3
COc1ccc(S(=O)(=O)NC2CC(=O)N(c3ccccc3)C2)cc1C (configuration not stated)
 : -2 | -2 | -8 | 1.9 | -8 | -18 | 3 | -23 | 0

The closing 3 compounds of the part above come first, to join the parts:
Values in the order – CHO-K1 Ca antag | M1 ag | M1 antag | CHO-K1 Ca ag | M1 PAM parental | TAAR1 antag | OXTR potentiate | CHO parental Ca | TAAR1 ag
COc1ccc(-n2ncc3c2CC(C)(C)CC3NC(=O)CCn2cncn2)cc1 (configuration not stated)
 : 1 | -3 | -6 | 0.6 | 3 | 1 | . | . | 0
O=C(O)c1ccc(NC(=S)NC(=O)c2ccc(-c3ccc(Br)cc3)o2)cc1
 : 3 | 1 | -12 | 0.0 | -3 | -15 | -5 | 6 | 3
COc1ccc(S(=O)(=O)NC2CC(=O)N(c3ccccc3)C2)cc1C (configuration not stated)
 : -2 | -2 | -8 | 1.9 | -8 | -18 | 3 | -23 | 0
CC1CCC(NC(=O)CSc2nncn2C)CC1 (configuration not stated)
 : -14 | -2 | 7 | 0.1 | 14 | 2 | -2 | -8 | 1
COc1ccc(CC(=O)O/N=C(\N)Cc2ccc(OC)cc2)cc1
 : -6 | -3 | -2 | 0.0 | 9 | -8 | -4 | -8 | 1
Brc1cc(Br)cc(CN2CCSCC2)c1
 : -3 | -2 | -14 | 0.2 | -1 | -33 | 0 | -18 | 5
Cc1ccc(C)c(OCC(=O)N2CCN(c3ncccn3)CC2)c1
 : -3 | 0 | -4 | 1.8 | 21 | 3 | 0 | -6 | -1
COc1ccc(C(=O)c2ccc(N(C)C)cc2)c(OC)c1
 : -5 | -4 | 0 | 0.2 | 20 | 15 | -11 | -18 | 0
Cc1ccccc1NS(=O)(=O)c1cc2c3c(c1)C(C)C(=O)N3CCC2 (configuration not stated)
 : -11 | -1 | -15 | 1.3 | 20 | -13 | -5 | -13 | 0
CCCCn1c(N)c(N(Cc2ccccc2OC)C(=O)CN2C(=O)NC(C)(c3ccccc3)C2=O)c(=O)[nH]c1=O (configuration not stated)
 : -2 | -3 | -6 | 0.5 | -3 | -29 | -10 | -12 | 1
COC(=O)[C@H](Cc1ccccc1)NC(=O)C1CCN(C(=O)[C@H](C)NS(=O)(=O)c2ccc(C)cc2)CC1
 : -9 | -3 | -9 | 1.5 | 24 | -8 | 0 | -5 | 13
c1ccc(N2CCN(c3ccc4nncn4n3)CC2)nc1
 : -5 | -7 | -6 | 0.6 | 10 | -3 | -4 | -5 | 1
FC(F)C(F)(F)Oc1cccc(Nc2nccn3c(-c4cccc5cccnc45)cnc23)c1
 : 12 | 1 | 2 | 1.0 | -1 | 39 | . | . | 2
CC(C)N(Cc1nc(-c2ccc(Cl)cc2)no1)C(=O)CCC1CCCC1
 : 1 | -10 | 5 | 2.5 | 14 | -39 | -6 | -12 | -2
CC(=O)NC(Cc1cccc(F)c1)C(=O)NC1CCN(C(=O)Nc2ccc(C)cc2)CC1 (configuration not stated)
 : -22 | 1 | -19 | 0.4 | 27 | -1 | -24 | -6 | 5
COc1ccc(-c2cc(=O)c3ccccc3o2)cc1
 : 0 | -4 | -9 | 1.3 | 12 | 3 | -8 | -19 | -2
O=Cc1ccc(-c2ccc(Cl)cc2Cl)[nH]1
 : -18 | -10 | -3 | -0.5 | 7 | -5 | -4 | 6 | -1
COc1ccc(C(=O)NCC(=O)N/N=C/c2c(C)[nH]c3ccccc23)cc1
 : -12 | -3 | 5 | 0.0 | 9 | 18 | -13 | 0 | 4
COC(=O)N/N=C(\C)c1ccc(OC(F)F)cc1OC(F)F
 : 3 | -1 | 0 | 0.7 | 18 | -10 | -4 | -12 | 6
COc1ccc(CCNc2ncnc3c2c(C)c(C)n3CCO)cc1OC
 : -1 | -2 | 9 | 10 | 14 | 2 | -16 | -21 | 7
Cc1cc(C)n2cc(CSc3nnnn3-c3ccccc3)nc2n1
 : -4 | -4 | -9 | 0.9 | 8 | -7 | -16 | 4 | 9
O=C(Nc1ccc(NC(=O)c2ccccc2F)cc1)c1ccccc1F
 : -4 | -2 | -7 | 0.3 | 8 | -13 | . | . | 0
CN(c1ccc(C(=O)Nc2ccccc2C(F)(F)F)cc1)S(C)(=O)=O
 : -5 | -1 | -16 | 5.2 | 17 | 4 | -4 | -10 | 18
Cc1ccc(C(=O)O)cc1S(=O)(=O)NCC1CCCO1 (configuration not stated)
 : -7 | -3 | -3 | 0.0 | 19 | 21 | -2 | 4 | 0
COc1ccccc1-n1cnnc1SCC(=O)Nc1cc(C)on1
 : -14 | -1 | -4 | 1.2 | 23 | 5 | -9 | -2 | 5
CC(=O)N1CCC2(CC1)C/C(=N\NC(=S)Nc1ccccc1F)c1cc(O)ccc1O2
 : -8 | -3 | 1 | 0.0 | 14 | 5 | -1 | -13 | 0
CSc1cc(C)c(OCC(=O)Nc2ccc(NC(C)=O)cc2)c(C)c1
 : -3 | 0 | 6 | -0.1 | -6 | 9 | -10 | -9 | 0
O=C(Nc1ccccc1Oc1cccnc1)C1CCCN(C/C=C/c2ccccc2)C1 (configuration not stated)
 : 14 | -6 | -16 | 0.3 | -22 | -2 | . | . | -1
COc1ccc(NC2CCCN(C(=O)c3ccc(C)c(N4CCNC4=O)c3)C2)cc1 (configuration not stated)
 : 6 | -4 | 1 | 0.1 | -4 | -11 | -3 | -4 | 2
COc1ccc(OCc2nc(N)nc(Nc3cccc(C)c3C)n2)cc1
 : -7 | -5 | 9 | 1.9 | 1 | 8 | -15 | -3 | -1
COC(=O)CN(c1ccc(Cl)cc1C)S(C)(=O)=O
 : 2 | -3 | 3 | 0.8 | -9 | 7 | -20 | 7 | 0
COc1cccc(N2CCN(c3ccc4nnc(CCC(=O)Nc5ccc(F)cc5F)n4n3)CC2)c1
 : -1 | -3 | -3 | 1.9 | 27 | 2 | -9 | -8 | 2
Cc1cccc(NC(=O)CSc2nnc(-c3ccc(S(=O)(=O)N4CCCC4)cc3)o2)c1
 : -6 | -7 | -5 | 0.7 | 20 | . | -2 | 4 | .
CCOCCCNC(=O)C1(O)c2cc(Br)ccc2NC(=O)N1c1ccc(C)c(C)c1 (configuration not stated)
 : 2 | 1 | -4 | 1.1 | 4 | 5 | -7 | -19 | 2
COc1ccc(OCC(=O)Nc2ccc3c(c2)nc(CCN2CCN(c4ccccn4)CC2)n3C)cc1
 : 4 | -3 | 64* | 4.8 | 2 | 5 | . | . | 8
